Bioassay records deposited in PubChem BioAssay by several laboratories.
Rac1 mut GTP – alters GTP binding to activated mutant human Rac1. P63000. GST-Rac1 activated beads, fluorescent GTP binding, flow cytometry; actives lie on both sides; 100% means binding = to untreated wells. percent activity (GTP binding), % at 10 µM. actives 0.11% (n = 190,000). AID 764;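 active means GTP binding at least 20 percentage points away from the 100% baseline, in either direction, so actives lie on both sides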
Pf gametocyte – P. falciparum stage V gametocyte viability inhibition | actives 0.065% (n = 150,000) | inhibition, % at 10.9 µM | P. falciparum stage V gametocytes, ATP luminescence, 24 h;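 active means inhibition above the mean plus 3 SD of compounds within the control limits, set per campaign, cut at about 38% in these data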;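 further: 0% = DMSO wells and 100% = medium only without gametocytes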
GSH fluor – compound fluoresces at 488/530 nm on GSH beads | GSH beads flow cytometry, compound fluorescence 488/530 nm; hits give high values | fluorescence (KMESF) at 10 µM | actives 0.25% (n = 190,000); in the data active means fluorescence above about 89;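 further: glutathione beads carrying GST-tagged Bcl family fusion proteins plus one bare bead set; values are compound well signal with DMSO vehicle wells as background; inactives centre near 16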
ABCG2 block – human ABCG2 inhibition, ABCB1 as counter-screen; Q9UNQ0; IgMXP3 cells, JC-1 efflux, flow cytometry; inhibition, % at 6.6 µM; actives 0.1% (n = 190,000); AID 1325;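 active means inhibition above 80%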;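 further: 0% = DMSO and 100% = nicardipine control wells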
Target sequence (Q9UNQ0 whole entry, looked up): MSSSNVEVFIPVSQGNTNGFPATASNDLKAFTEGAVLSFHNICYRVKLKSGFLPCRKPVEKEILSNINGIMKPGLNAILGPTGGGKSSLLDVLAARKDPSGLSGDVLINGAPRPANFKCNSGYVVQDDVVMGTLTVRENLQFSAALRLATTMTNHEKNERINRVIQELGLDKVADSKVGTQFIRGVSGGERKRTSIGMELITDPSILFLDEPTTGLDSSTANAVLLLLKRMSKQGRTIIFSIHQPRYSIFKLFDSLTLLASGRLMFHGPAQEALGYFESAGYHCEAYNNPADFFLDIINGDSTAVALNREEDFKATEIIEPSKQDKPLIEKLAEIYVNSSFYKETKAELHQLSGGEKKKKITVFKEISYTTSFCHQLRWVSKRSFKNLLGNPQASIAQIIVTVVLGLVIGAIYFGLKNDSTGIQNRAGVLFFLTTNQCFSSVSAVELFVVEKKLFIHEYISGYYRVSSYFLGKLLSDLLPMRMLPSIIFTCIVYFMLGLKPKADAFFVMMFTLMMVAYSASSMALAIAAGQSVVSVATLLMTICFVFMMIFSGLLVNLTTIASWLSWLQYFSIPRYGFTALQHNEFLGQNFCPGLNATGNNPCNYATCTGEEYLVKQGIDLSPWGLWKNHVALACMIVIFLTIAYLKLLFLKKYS
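Test system: IgMXP3 (ABCG2) plus far-red-tagged CCRF-Adr (ABCB1) cells / Amount: 3 million cells/mL in well / Reagent: JC-1 transporter substrate / Timing: 10 min compound exposure, 25 °C / Signal: flow cytometry, 530 nm JC-1 signal / Read-out: percent efflux inhibition, scaled nicardipine 100% to DMSO 0% / Benchmarks: nicardipine as high control, DMSO as low control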
Cdc42 wt – modulators (inhibitors or activators) of GTP binding to human Cdc42 wildtype; GST-Cdc42 beads, Bodipy-GTP binding, flow cytometry; actives lie on both sides; actives 0.2% (n = 190,000); P60953; percent activity (GTP binding), % at 10 µM;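 active means percent activity GTP binding at least 20 points away from the 100% baseline, either down as inhibitor or up as activator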;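 further: median bead fluorescence of bound Bodipy-FL-GTP at 100 nM; 0% = excess unlabeled GTP control and 100% = no compound control; below 100% means less GTP binding so inhibitor and above means activator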
Target sequence (P60953 whole entry, looked up): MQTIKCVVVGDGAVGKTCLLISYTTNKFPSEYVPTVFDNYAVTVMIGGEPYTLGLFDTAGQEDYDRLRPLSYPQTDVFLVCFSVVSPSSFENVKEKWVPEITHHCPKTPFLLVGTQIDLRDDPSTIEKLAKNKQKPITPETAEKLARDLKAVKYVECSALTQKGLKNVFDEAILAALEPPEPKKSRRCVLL
Avidin bead fluor – avidin bead compound fluorescence profile | AID 1775 | actives 0.38% (n = 220,000) | Avidin beads, compound fluorescence 488/530 nm, flow cytometry; hits give high values | fluorescence (KMESF) at 10 µM; in the data active means fluorescence above about 47; further: inactives centre near 10
HRas wt GTP bind – human HRas wildtype GTP binding, change in either direction. P01112. AID 759. GST-Ras wt beads, Bodipy-FL-GTP binding, flow cytometry; actives lie on both sides. GTP binding activity, % at 10 µM. actives 0.14% (n = 190,000);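 active means GTP binding activity at least 20% away from the 100% baseline, either lowered as inhibitor or raised as activator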;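 further: 0% = unlabeled GTP competition control and 100% = no-compound control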
Target sequence (P01112 whole entry, looked up): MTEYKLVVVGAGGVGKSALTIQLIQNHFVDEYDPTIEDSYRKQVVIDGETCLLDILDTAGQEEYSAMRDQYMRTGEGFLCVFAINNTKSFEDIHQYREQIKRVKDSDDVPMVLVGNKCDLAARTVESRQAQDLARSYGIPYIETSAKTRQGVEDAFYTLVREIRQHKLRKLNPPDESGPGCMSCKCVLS
Rab2A wt mod – changes GTP binding to wildtype dog Rab2A, up or down; P61105; actives 0.19% (n = 190,000); GST-Rab2 wt beads, Bodipy-GTP binding, flow cytometry; GTP binding activity, % at 10 µM;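 active means GTP binding activity at least 20 points away from 100%, either lowered or raised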;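 further: 0% = beads with excess unlabeled GTP and 100% = no-compound control corrected for plate trend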
Rac1 wt modul – human Rac1 wildtype GTP binding, inhibitors and activators; actives 0.27% (n = 190,000); GTP binding activity (% of control), % at 10 µM; AID 757; GST-Rac1 beads, fluorescent GTP binding, flow cytometry; actives lie on both sides; 0 = cold GTP competed, 100 = untreated;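 active means GTP binding activity at least 20 points away from the 100% control level, either lower or higher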
Rab7 wt modul – modulators of GTP binding to dog Rab7 wildtype GTPase; GST-Rab7 beads, fluorescent GTP binding, flow cytometry; actives lie on both sides; untreated = 100%, excess cold GTP = 0%; GTP binding activity (percent of control), % at 10 µM; actives 0.055% (n = 190,000);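 active means fluorescent GTP binding to Rab7 beads changed by at least 20 points from the 100% baseline, either direction, mostly lower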;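 further: median green fluorescence of bound Bodipy-FL-GTP per Rab7 bead population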
ABCB1 inh – inhibitors of human ABCB1 transporter, ABCG2 counter-screen. P08183. actives 0.067% (n = 190,000). AID 1326. CCRF-Adr cells, JC-1 efflux, flow cytometry. inhibition, % at 6.6 µM; in the data active means inhibition above about 40%;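 further: 0% = vehicle and 100% = reference inhibitor; higher value means more JC-1 retained so stronger ABCB1 efflux block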
* = called active by the depositor; · = not tested or not shown.

SMILES	Rac1 mut GTP	Pf gametocyte	GSH fluor	ABCG2 block	Cdc42 wt	Avidin bead fluor	HRas wt GTP bind	Rab2A wt mod	Rac1 wt modul	Rab7 wt modul	ABCB1 inh
CCC(CC)NC(=O)c1cc(OC)c(OC)c(OC)c1	95	·	11	1	97	26	98	96	97	94	0.2
c1cc(CNC2C3CC4CC(C3)CC2C4)ccn1 (stereo not given)	96	2	24	5	102	10	97	97	103	97	0.2
CN(C)C(CNC(=O)c1ccc2ccccc2c1)c1ccco1 (stereo not given)	98	-18	18	20	99	11	100	96	100	96	2.8
O=C(NCc1ccco1)c1cc([N+](=O)[O-])cc([N+](=O)[O-])c1	100	25	10	5	101	16	98	99	102	101	-0.7
CC(c1nnc(SCC(=O)Nc2cccnc2Cl)n1Cc1ccccc1)N(C)C (stereo not given)	95	-2	18	2	101	9	93	95	93	91	0.8
CCOc1cc(/C=N/NC(=O)COc2ccccc2C)ccc1OC(=O)c1cccs1	102	·	7	1	104	7	104	103	104	104	0.3
Cc1ccc(C)n1C(CC(=O)O)c1ccc(C#N)cc1 (stereo not given)	91	10	14	-1	98	8	95	96	100	100	-0.2
COc1ccc(CCN2CNc3c(c(=O)n(C)c(=O)n3C)C2)cc1	98	13	41	2	103	·	103	99	108	103	-0.5
O=C(COC(=O)c1cccc(S(=O)(=O)NCc2ccccc2)c1)c1ccccc1	99	-29	14	8	100	7	103	101	107	102	0.6
CCCCNC(=O)Cn1c2c(c(-c3ccccc3Cl)cc1=O)CCC2	98	·	21	1	101	7	98	98	105	98	0.5
CC(C)C(C)NC(=O)CSc1nnc(-c2c[nH]c3ccccc23)o1 (stereo not given)	94	20	11	22	96	9	94	93	96	93	7.0
CCN(CC)CCNC(=O)Cn1nc(-c2ccc(C)cc2)ccc1=O	97	·	27	3	103	23	102	102	109	101	1.3
Cc1ccc(-c2cc(N)n(-c3ccc(C)cc3)n2)cc1	100	-2	14	2	105	47	103	101	105	103	0.5
CCNC(=S)N(CCc1c(C)[nH]c2ccc(C)cc12)Cc1cccs1	95	-3	64	2	94	13	94	95	92	101	0.3
O=C(Nc1nccs1)C1CC(=O)N(c2ccccc2Cl)C1 (stereo not given)	99	·	12	-7	104	9	103	100	105	99	-4.9
COC(=O)c1sccc1NC(=S)Nc1ccc(F)cc1	102	3	10	1	103	7	101	100	104	100	0.5
O=C(NC1CCCCC1)C(=O)N(Cc1cccnc1)C(C(=O)NCc1ccco1)c1ccccc1 (stereo not given)	95	·	9	0	98	25	98	97	99	99	0.0
C=CCc1cc(Cl)ccc1OCCN(C)C	99	·	24	2	102	14	102	103	98	95	0.9
CC1(c2ccc(Cl)cc2)NC(=O)N(CC(=O)N2CCCC2)C1=O (stereo not given)	100	·	9	0	103	14	101	99	105	99	0.1
CCOC(=O)CC(=O)CSc1ccc2nnc(-c3cccc(F)c3)n2n1	98	·	10	4	99	10	97	97	100	100	0.1
CCOC(=O)c1cccc(NC(=O)Cn2c(CC(=O)N3CCCC3)nc3ccccc32)c1	98	·	28	1	98	4	98	100	99	100	0.1
CCOC(=O)c1cnn(-c2cc(Oc3ccccc3)ncn2)c1N	99	·	9	6	100	20	102	99	102	104	0.6
Nc1nnc(-c2cccc([N+](=O)[O-])c2)s1	94	·	11	8	94	10	97	97	98	100	0.5
O=C(CN(Cc1cccs1)C(=O)CNS(=O)(=O)c1ccc(Cl)cc1)NCC1CCCO1 (stereo not given)	95	26	26	1	93	9	94	96	100	99	0.3
Cc1cccn2c(=O)c3cc(C(=O)NCCc4ccccc4)c(=N)n(CCCn4ccnc4)c3nc12	94	·	12	-1	98	32	96	93	96	94	-0.3

The last 2 compounds of the section before lead into the next.
SMILES	Rac1 mut GTP	Pf gametocyte	GSH fluor	ABCG2 block	Cdc42 wt	Avidin bead fluor	HRas wt GTP bind	Rab2A wt mod	Rac1 wt modul	Rab7 wt modul	ABCB1 inh
O=C(CN(Cc1cccs1)C(=O)CNS(=O)(=O)c1ccc(Cl)cc1)NCC1CCCO1 (stereo not given)	95	26	26	1	93	9	94	96	100	99	0.3
Cc1cccn2c(=O)c3cc(C(=O)NCCc4ccccc4)c(=N)n(CCCn4ccnc4)c3nc12	94	·	12	-1	98	32	96	93	96	94	-0.3
Cn1c(=O)[nH]c(=O)c2c1nc(SCCN1CCCCC1)n2CCCc1ccccc1	99	0	24	1	102	8	101	97	104	99	-0.1
CC1CCCCN1C(=O)c1ccc(S(=O)(=O)N2CCCCC2C)cc1 (stereo not given)	98	·	41	2	98	7	99	100	101	99	0.6
CN(C)C(=O)N1CCC(C(=O)N2CCCC(C(=O)c3cccc4ccccc34)C2)CC1 (stereo not given)	97	2	13	2	98	7	96	97	101	96	2.5
CCn1c2ccccc2c2cc(NC(=O)COC(=O)c3ccccc3Br)ccc21	97	19	17	8	98	17	99	99	99	99	0.8
COc1ccc(CCN2C(=O)CC(NNC(=O)c3cccc(O)c3)C2=O)cc1 (stereo not given)	99	·	8	2	103	14	101	99	104	101	-0.7
CCCC1OC23CCCCC2C(C#N)(C(=N)O3)C1(C#N)C#N (stereo not given)	100	8	28	1	103	35	103	100	104	101	0.3
O=C1CC(Cc2ccc(Cl)cc2)C(=O)N1c1ccccn1 (stereo not given)	95	-5	35	3	97	15	98	101	100	103	0.6
Cc1cccc(C(=O)Nc2cc(C)ccc2NC(=O)COc2ccccc2)c1	95	·	8	2	97	9	99	95	101	99	0.7
CC(=O)c1c(C)nc(-c2ccc(OCC(=O)Nc3ccc(F)cc3)cc2)n1O	93	·	18	19	94	9	95	98	103	93	1.0
CCCc1nc(SCC(=O)Nc2nnc(SCC)s2)c2c(=O)n(C)c(=O)n(C)c2n1	90	·	19	3	89	4	92	94	91	100	2.2
C/C(CC(=O)C(F)(F)F)=N\NC(=O)/C(C#N)=C/N(C)C	95	-6	17	0	97	8	98	97	99	94	0.0
C=CCn1c(SCC#N)nc2c(c1=O)C(C)(C)Cc1ccccc1-2	93	7	48	7	95	2	95	95	96	98	1.2
Cc1ccc(NC(=O)CSc2nnc(CNC(=O)c3cccs3)o2)c(C)c1	90	-6	17	5	91	9	93	95	94	105	1.4
CS(=O)(=O)c1nc(-c2ccc(Br)cc2)n[nH]1	96	14	10	0	97	15	94	95	97	95	0.2
CCCN(CCC)CCCNC(=O)c1cc2c(=O)n(C)c3ccccc3c2n1C	100	·	20	-3	103	8	100	101	106	99	-2.1
Cc1cccc(OC(=O)Cn2c(C(F)(F)F)nc3ccccc32)c1	99	-3	23	1	105	8	103	102	104	99	0.0
CC1CN(C(=O)c2ccc(COCC(F)(F)F)o2)CC(C)O1 (stereo not given)	101	·	33	4	107	15	103	103	108	103	2.0
Cc1[nH]c2ccccc2c1C(=O)COC(=O)c1ccc([N+](=O)[O-])s1	95	14	11	11	100	22	98	98	99	101	0.6
OCC1OC(n2nnc3ccccc32)C(O)C(O)C1O (stereo not given)	101	·	42	0	104	7	103	100	107	102	-0.7
O=C(NCC1CCCO1)c1ccc2c(=O)n(CC3CCCO3)c(=S)[nH]c2c1 (stereo not given)	99	·	42	5	100	6	100	97	106	97	0.1
O=C(Cc1ccc(Br)cc1)Nc1ccccc1Sc1ccccc1	99	·	24	1	100	6	99	100	100	97	0.4
CC1(C)Cc2c(c(-c3ccco3)[nH]c(=O)c2C#N)CO1	97	-7	15	3	98	36	99	99	96	98	0.3
O=C(CNC(=O)c1cccs1)NCCN1CCC(Cc2ccccc2)CC1	101	5	16	-1	101	18	104	103	103	102	0.2
COCCCN1C(=O)c2ccc(C(=O)NCc3ccco3)cc2C1=O	99	·	31	-7	100	5	99	99	103	100	-4.1
Cc1ccc2cc(CCNC(=O)C(C)C)c(=O)[nH]c2c1C	100	·	19	0	104	10	99	103	102	100	-1.9

Remaining list, next part.
SMILES	Rac1 mut GTP	Pf gametocyte	GSH fluor	ABCG2 block	Cdc42 wt	Avidin bead fluor	HRas wt GTP bind	Rab2A wt mod	Rac1 wt modul	Rab7 wt modul	ABCB1 inh
COC(=O)c1ccc(-c2sc3nc(N4CCOCC4)c4c(c3c2N)CC(C)(C)OC4)o1	102	·	13	0	104	29	102	99	104	100	0.1
O=C(COC(=O)CN=C1NS(=O)(=O)c2ccccc21)Nc1ccccc1OC(F)F	94	-1	11	14	92	12	94	97	93	100	1.8
CC1(O)N(Cc2ccccc2)C(=O)OC12CCCCC2 (stereo not given)	94	-13	40	1	96	14	101	98	98	100	0.2
CCCCn1c(CN(C)Cc2ccccc2)nc2c1c(=O)n(C)c(=O)n2C	95	-1	29	5	98	12	100	95	98	94	1.5
O=C(COC(=O)C1CCC(=O)N1)Nc1cc(Cl)ccc1Cl (stereo not given)	99	·	11	9	104	23	103	100	104	101	0.2
C/C=C/C(=O)N1c2ccccc2C(C)=CC1(C)C	97	-28	17	5	98	10	98	95	103	98	1.0
COc1ccc(NS(=O)(=O)c2ccc3c(c2)CCC(=O)N3)c(OC)c1	101	·	34	52	99	14	101	101	106	104	-0.7
COc1cc(-c2nc(S(=O)(=O)c3ccc(C)cc3)c(N(C)C)o2)cc(OC)c1OC	94	-10	41	0	97	8	97	95	97	98	0.2
COc1ccc(S(=O)(=O)N(C)c2ccc(C(=O)N3CCOCC3)cc2)cc1OC	94	-1	24	3	93	21	94	92	96	94	0.6
NNC(=O)Cn1c(-c2nonc2N)nc2ccccc21	95	·	12	1	98	11	94	95	99	95	0.1
c1n[nH]c(NCc2ccc3c(c2)OCO3)n1	98	9	22	1	100	24	100	99	102	100	0.3
C=CCNc1nc(N2CCCC2)nc2ccccc12	101	11	10	2	102	13	100	100	105	100	0.5
Cc1nc2nc(Cc3ccccc3)[nH]n2c(=O)c1Cc1ccccc1	96	10	17	2	101	7	101	98	103	99	0.0
O=c1[nH]c(CN2CCOCC2)nc2cc(Cl)ccc12	97	-8	14	20	96	10	93	95	97	95	1.4
CC(C)=C1C(=O)NN(c2ccc(F)c(Cl)c2)C1=O	96	·	24	-2	101	10	100	98	102	101	-0.7
Cn1c(CCC(=O)OCC(=O)NCc2ccccc2Cl)nc(=O)c2ccccc21	95	7	9	1	97	21	98	98	95	104	-0.2
CN(C)S(=O)(=O)c1ccc(S(=O)(=O)N(CC(=O)Nc2ccccc2)Cc2ccco2)cc1	98	7	45	7	110	15	103	99	109	101	-0.1
C=CCN1C2CCCC1CC(NC(=O)Nc1cc(C)cc(C)c1)C2 (stereo not given)	98	·	20	7	100	6	97	99	100	101	1.9

Some values from the results shown.
Result of `NNC(=O)Cn1c(-c2nonc2N)nc2ccccc21` in Cdc42 wt: 98
Result of `Cn1c(CCC(=O)OCC(=O)NCc2ccccc2Cl)nc(=O)c2ccccc21` in Rab7 wt modul: 104
